TDP43 rescue: inhibitors of TDP-43 toxicity in yeast; TDP-43 expressing yeast growth rescue, BacTiter-Glo, 24 h; Potency, µM (highest dose often 46.1 µM), for the others: top-dose growth rescue (activation), most hits filed as activators; 410,000 tested, 1.8% active; note: potency is the fitted concentration of half-maximal effect; % of control where 0% means no effect; nearly all actives have a fitted effect of over 50% in size
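In this qHTS, compounds that restore growth of yeast expressing TDP-43 appear as activators. Cells (OD600=0.02, galactose medium, raffinose-pregrown) are incubated with compound 24 hr at 30 deg C and growth is quantified by BacTiter-Glo.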
EPAC2 agonist: activates human EPAC2 exchange factor | 360,000 tested, 0.079% active | AID 720711 | EPAC2 activation, biochemical qHTS; response scale: 100% = 6.5 mM cAMP response | Potency, µM (doses to about 154 µM), for inactives: top-dose activation, hits mostly activators; note: potency is the fitted concentration of half-maximal effect; nearly all actives have a fitted effect of over 50% in size
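Each well held 100 nM EPAC2, 250 nM RAP1B-BODIPY-GDP and 50 uM GDP. Fluorescence, read at 5-min intervals to 30 min, was referenced to a 6.5 mM cAMP positive control.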
DRD3 agonist: activates the human D3 dopamine receptor. D3R DiscoveRx beta-arrestin cells, luminescence, 90 min. max activation, %. 410,000 tested, 0.58% active. AID 652048; in the data active = max activation above about 30%; note: 0% is about no effect; mostly tested at two doses, the higher about 12 µM
Target sequence (P35462 whole entry, looked up): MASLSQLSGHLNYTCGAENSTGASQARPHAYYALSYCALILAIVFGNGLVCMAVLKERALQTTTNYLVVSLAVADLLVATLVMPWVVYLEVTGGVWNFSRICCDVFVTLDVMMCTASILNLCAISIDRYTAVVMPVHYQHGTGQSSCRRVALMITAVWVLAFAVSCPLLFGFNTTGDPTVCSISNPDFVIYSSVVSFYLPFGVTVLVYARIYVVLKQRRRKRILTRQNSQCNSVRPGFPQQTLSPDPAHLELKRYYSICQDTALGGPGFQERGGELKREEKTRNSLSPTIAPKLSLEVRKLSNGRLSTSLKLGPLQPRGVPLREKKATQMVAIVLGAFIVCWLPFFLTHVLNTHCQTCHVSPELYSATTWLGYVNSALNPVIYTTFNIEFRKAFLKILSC
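Cells at 1500/well, incubated overnight, then treated with pinned compounds (dopamine as control) for 90 min at 37 degrees C. DiscoveRx reagent added for 30 - 60 minutes at room temperature; luminescence read.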
Abeta rescue: compounds reversing amyloid beta toxicity in yeast. AID 1347071. yeast expressing A-beta42, growth rescue, OD600, 48 h; response scale: 0% DMSO, 100% iron-clioquinol control. 410,000 tested, 0.063% active. Potency, µM (titrated, usually from 46.1 µM), for the others: at the highest dose growth rescue, usual class: activators; note: potency is the fitted concentration of half-maximal effect; nearly all actives have a fitted effect of over 55% in size
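Yeast growth medium received pinned compounds, then yeast cells expressing toxic A-beta were added; plates incubated at 30 C for 48 hr. Growth read as absorbance at 600 nm, normalized to DMSO and equimolar FeCl3 plus clioquinol controls.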
FUS suppressor: suppressors of FUS proteinopathy in yeast; S. cerevisiae FUS-expressing, growth rescue, OD600, 24 h; Potency, µM (doses to about 76.6 µM), for the others: at the highest dose growth rescue (activation), actives largely listed as activators; 390,000 tested, 0.24% active;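 note: potency is the fitted concentration of half-maximal effect; plate controls were DMSO vehicle for no effect and reference control for full effect; nearly all actives have a fitted effect of over 55% in size; some results filed as inactive show a strong effect at the top dose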
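Quantitative HTS measuring growth restoration of FUS-toxic yeast. Galactose-induced cells (OD 0.005) were exposed 24hr at 30C to compounds at several concentrations, then absorbance at 600 nm was recorded.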
EPAC2 antagonist: EPAC2 (human) antagonism | Q8WZA2 | EPAC2 GEF exchange of Rap1B-BODIPY-GDP, fluorescence | Potency, µM (doses to about 114 µM), inactives show at the highest dose activity, negative = inhibition, hits mostly inhibitors | 360,000 tested, 0.18% active | AID 720708; note: potency is the fitted concentration of half-maximal effect; % is set by controls: 0 for no effect and ±100 for the full control effect; nearly all actives have a fitted effect of over 45% in size; many of its hits are not listed in these tables
aSyn rescue: alpha-synuclein toxicity inhibition in yeast; Yeast expressing alpha-synuclein, growth rescue, BacTiter-Glo, 24 h; Potency, µM (series often up to 46.1 µM), without a hit: at the top dose growth rescue (activation), hits mostly activators; 370,000 tested, 0.14% active; AID 652106; note: potency is the fitted concentration of half-maximal effect; % of control where 0% means no effect; nearly all actives have a fitted effect of over 65% in size
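Galactose-induced alpha-syn yeast (OD600=0.02, raffinose-pregrown) + pinned cpd, 24 hr, 30 deg C; growth by BacTiter-Glo luminescence. Growth restoration scores as activation.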
D3 antag: blocks the human D3 dopamine receptor; D3R cells, DiscoveRx beta-arrestin luminescence, antagonist mode; hits give low values; max response, negative = inhibition, %; 360,000 tested, 2.5% active; P35462; in the data active = max response below about -50%; inconclusive = no clear call, values can overlap the other calls; note: % is set by controls: 0 for no effect and ±100 for the full control effect; mostly tested at two doses, the higher about 12 µM
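Cells plated overnight at 1500 cells/well, then exposed to library compounds with dopamine controls for 90 minutes at 37 degrees C. DiscoveRx reagent added for 30–60 minutes at room temperature; luminescence read, quantitative HTS format.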
The depositor's hits bear a star; ? = inconclusive; . = no result given; [ ] = dose if it differs, or a comment. Unless noted, calls come from the whole dose curve; as a rule, active = well fitted curve in the direction sought with a large enough effect; inconclusive = small, poorly fitted or top-dose-only effect, or another doubt; inactive = no such curve, though single readings can be large; an effect the other way counts as inactive or inconclusive. A portion of the library. The share of hits here may be higher or lower than overall.

SMILES	TDP43 rescue	EPAC2 agonist	DRD3 agonist	Abeta rescue	FUS suppressor	EPAC2 antagonist	aSyn rescue	D3 antag
CC(C)(C)c1csc(NC(=O)c2cccs2)n1	16µM*	3%	-8	-56%[inhibitor]	8%	0%	-13%	-12
Cc1nn(C)c(C(=O)Nc2ccc(Br)cc2F)c1Br	-12%	-3%	-10	-22%	.	7%	2%	18
NC(=O)CC(NC(=O)c1ccccc1)c1ccc(NCCOc2ccccc2)c([N+](=O)[O-])c1 (stereo unspecified)	13%	4%	-8	3%	13%	15%	-1%	-16
Cc1ccc(OCC(=O)OCc2cc(=O)n3nc(C4CC4)sc3n2)cc1C	-2%	.	-1	-14%	11%	.	.	.
Nc1c(S(=O)(=O)c2cccs2)c2nc3ccccc3nc2n1CC1CCCO1 (stereo unspecified)	-23%	9%	-24	-4%	15%	-4%	-2%	?
O=C(CN(Cc1cccs1)C(=O)CNS(=O)(=O)c1ccccc1)NC1CCCC1	-31%[inhibitor]	0%	-13	-4%	1%	10%	-1%	12
CCc1ccc(S(=O)(=O)c2nnn3c2nc(Nc2ccc(NC(C)=O)cc2)c2sccc23)cc1	4%	.	7	-14%	-1%	.	.	.
COc1ccc(-c2nc(CNS(=O)(=O)c3ccc(OC)c(OC)c3)cs2)cc1	17%	-3%	1	4%	-16%	11%	1%	10
Cc1ccc(N(CC(=O)NCC2CCCO2)S(C)(=O)=O)cc1Cl (stereo unspecified)	-12%	9%	-1	-4%	-13%	-1%	-2%	-3
Cc1ccc(CNC(=O)Nc2ccc(F)cc2F)n1C	-9%	0%	1	6%	42%	-4%	-1%	-15
Cc1cccc(-c2noc(-c3csc([C@@H]4C[C@H](O)[C@@H](CO)O4)n3)n2)c1	20%	13%	7	-12%	-15%	2%	-2%	24
CCc1nc(C)ccc1OCC(=O)N(CC)CC	-16%	6%	1	-27%	-19%	2%	5%	-25
CC1CCN(Cc2c(C(=O)N/N=C/c3cc(Br)ccc3O)nnn2-c2nonc2N)CC1	17%	0%	6	-8%	15%	-11%	-1%	-5
CCCC(=O)c1c[nH]c(C(=O)NCc2cccnc2)c1	-8%	12%	-12	12%	-27%	1%	-9%	-88*
CC1(C(=O)O)CCN1C(=O)c1cccnc1Oc1ccccc1 (stereo unspecified)	13%	7%	6	-3%	-25%	5%	0%	19
COc1cc2c(C(=O)NC3CCCCCC3)cn(C)c(=O)c2cc1OC	13%	-1%	1	7%	-21%	6%	7%	-22
Cc1ccc2cc(C)c(SCC(=O)NCC3CCCO3)nc2c1 (stereo unspecified)	-5%	10%	-7	-16%	30%	-12%	3%	5
CC(OC(=O)c1ccc(S(=O)(=O)N2CCCCC2)cc1)C(=O)NC1CCCCC1C (stereo unspecified)	-20%	-8%	5	-9%	14%	16%	-1%	1
COc1cnc(-c2ccccn2)nc1Sc1cccc(Cl)c1	?	10%	-5	?	12%	-3%	-1%	-71*
CCOC(=O)c1cc2c(=O)n3ccccc3nc2n(CCCOC)c1=NC(=O)c1ccncc1	-16%	1%	1	-15%	7%	9%	-1%	27
CCc1nnc(SCC(=O)Nc2ccc(C(C)=O)cc2)nc1CC	?	-1%	5	-5%	.	4%	6%	12
CSc1cc(-c2ccccc2)n(Cc2ccc(Cl)cc2Cl)c(=O)c1C#N	3%	2%	0	-24%	-12%	12%	4%	9
CCOc1ccc(N2CC(C(=O)Nc3ccc(N4CCOCC4)cc3)CC2=O)cc1 (stereo unspecified)	-21%	-8%	-7	-8%	?	24%	-22%	-20
COc1cccc(NC(=O)Cn2c(CCC(=O)O)ccc2-c2ccc(Cl)cc2)c1	8%	5%	1	8%	23%	1%	2%	3
COc1ccc(C(=O)c2cn(Cc3cccc(C)c3)c3cc4c(cc3c2=O)OCO4)cc1	21%	.	7	-1%	-11%	.	.	.
CCOC(=O)c1cc(OCC)c2c(ccc3cc(OC)ccc32)n1	3%	-3%	-4	-15%	2%	9%	-3%	-13
COc1ccc(CCNC(=O)C(=O)NCC(c2ccco2)S(=O)(=O)c2ccc(C)cc2)cc1 (stereo unspecified)	-11%	.	-22	-18%	0%	.	.	.
Cc1nnc(SCc2cccs2)[nH]c1=O	10%	1%	4	10%[9.22 µM]	-43%	15%	1%	-1
O=[N+]([O-])c1cccc(S(=O)(=O)NCCc2ccccc2)c1	26%	10%	3	18%	-17%	4%	-3%	1
O=C(NCCCN1CCCCC1)c1cc(Sc2ccc(Cl)cc2)nc2ccccc12	10%	.	-19	0%	49%	.	.	.
COCCNC(=O)CCn1nc(-c2ccc(C)cc2)c2ccccc2c1=O	-5%	15%	6	7%	9%	5%	9%	-4
CCOC(=O)C1CCN(c2nc3cc(OC)ccc3cc2C#N)CC1	-7%	2%	-2	-44%[inhibitor]	27%	1%	-3%	46
COc1ccccc1N1CCN(C(=O)C(F)F)CC1	-8%	0%	0	18%	17%	7%	1%	12
COc1ccc(CC(=O)N2CCN(c3ccc(C4=NNC(=O)CC4C)cc3)CC2)cc1 (stereo unspecified)	-12%	-9%	1	9%	3%	-2%	-8%	12
O=C(c1ccc(F)cc1)N1CCC(C(=O)N2CCN(S(=O)(=O)c3cccc([N+](=O)[O-])c3)CC2)CC1	1%	1%	-3	2%	12%	-2%	-1%	-19
Clc1ccc2nc(-c3ccccn3)c(Nc3ccc4c(c3)OCO4)n2c1	?	2%	-18	3%	40%	-2%	2%	-60*
CCc1ccc(S(=O)(=O)Nc2ccncc2)cc1	3%	9%	4	7%	-16%	-8%	3%	12
Cn1c2c(c(=O)n(C)c1=O)C(c1cc3c(cc1Br)OCO3)CC(=O)N2 (stereo unspecified)	0%	10%	-6	0%	-16%	1%	-1%	0
COc1ccc(S(=O)(=O)NN=C2CCCC2)cc1	-10%	0%	13	-9%	8%	9%	6%	-3
Cc1ccc(C(=O)NC(NCc2ccco2)C(Cl)(Cl)Cl)cc1 (stereo unspecified)	22%	9%	5	29%	.	-1%	6%	-6

A different layout for 2 compounds above.
SMILES | TDP43 rescue | EPAC2 agonist | DRD3 agonist | Abeta rescue | FUS suppressor | EPAC2 antagonist | aSyn rescue | D3 antag
Clc1ccc2nc(-c3ccccn3)c(Nc3ccc4c(c3)OCO4)n2c1 | ? | 2% | -18 | 3% | 40% | -2% | 2% | -60*
CCc1ccc(S(=O)(=O)Nc2ccncc2)cc1 | 3% | 9% | 4 | 7% | -16% | -8% | 3% | 12

(listing goes on)
SMILES	TDP43 rescue	EPAC2 agonist	DRD3 agonist	Abeta rescue	FUS suppressor	EPAC2 antagonist	aSyn rescue	D3 antag
O=C(CN1CCCCC1)N1CCCc2c1c(=O)oc1ccc(OCc3ccccc3)cc21	-28%	7%	-3	-13%	20%	0%	-2%	-25
Cc1c(CN2CC[C@@H](N3CCN(c4ccccn4)CC3)[C@H](O)C2)[nH]c2ccc(F)cc12	2%	19%	15	5%	-4%	0%	-1%	-7
CC(C)c1ccc(CNC(=O)C2(C)CCCN2C)cc1 (stereo unspecified)	0%	9%	1	0%	-5%	-2%	2%	26
CC(=O)N1CCc2cc(Br)cc(S(=O)(=O)N3CCC(C(=O)Nc4ccc(C(C)C)cc4)CC3)c21	23%	.	-4	-10%	-9%	.	.	.
Cc1ccc(C(=O)NCC(=O)OCC(=O)c2ccccc2)s1	16%	7%	4	14%	-3%	4%	-6%	8
Cc1cc(=O)n2nc(N3CCCC(C(=O)N4CCN(c5ccccc5)CC4)C3)sc2n1 (stereo unspecified)	13%	-4%	5	14%	7%	8%	-1%	26
CCCN(CCC)CCNc1c(N2CCN(C(=O)OCC)CC2)c(=O)c1=O	12%	-2%	3	7%	.	0%	-1%	10
CCOc1cccc(CN2CCC(n3nccc3NC(=O)C3CC3)CC2)c1O	8%	1%	0	-5%	0%	6%	5%	-12
Cc1cccc(NC2=NC(=S)N(c3cccc(C(=O)O)c3)C23CCCCC3)c1	9%	-1%	-1	-8%	-2%	-1%[57.1 µM]	7%	7
Cc1cc(C)nc(N2CCC(C(=O)Nc3ccc(Oc4ccccc4)cc3)CC2)n1	-1%	-4%	3	2%	10%	0%	0%	7
CC(=O)c1ccc(N2CCN(C(=O)CCc3ccccc3)CC2)cc1	?	2%	-6	-11%	11%	-3%	-8%	-6
CC(=O)N1c2ccc(S(=O)(=O)N3CCCCC3)cc2CC1C(=O)NCc1cccc(Cl)c1 (stereo unspecified)	1%	2%	-19	5%	-13%	-6%	0%	3
O=C(Nc1c2c(nn1-c1ccc([N+](=O)[O-])cc1)CS(=O)(=O)C2)C1CC1	13%	3%	-5	-1%	7%	0%	3%	0
Cc1oncc1-c1csc(-c2ccccc2)n1	-3%	5%	-4	-3%	-34%	-13%	-1%	30
CCOC(=O)CNC(=O)CSc1nc2cccnc2n1Cc1ccccc1	-5%	0%	-4	-6%	12%	-3%	0%	8
Clc1ccc(-c2csc(N/N=C\c3cccnc3)n2)cc1	4%	-10%	7	-17%	8%	13%	-23%	3
CC(=O)c1c(C)n(-c2cccc(C)c2)c2ccc(OC(=O)COc3ccccc3)cc12	5%	.	0	-16%	24%	.	-2%	.
O=C(NCc1ccccc1)c1sc(=S)n2c1[nH]c(=O)c1ccccc12	?	-15%	5	-30%[inhibitor]	7%	?	-15%	29
CCN(CC)S(=O)(=O)c1cccc(C(=O)NCc2ccccc2)c1	-1%	9%	-2	-11%	-6%	2%	-18%	11
O=S(=O)(NCc1ccco1)c1ccc(Cl)nc1	1%	8%	6	-5%	.	-9%	-11%	7
Cc1cc(NCCCN2CCOCC2)n2nc(C)c(-c3ccccc3)c2n1	-7%	-2%	-4	-7%	-20%	-1%	-6%	0
CC(=O)Nc1sc(N)nc1-c1ccccc1	20%	5%	-4	1%	-17%	-6%	2%	21
COc1cc2nc(CSc3nc(-c4ccc(F)cc4)cs3)[nH]c(=O)c2cc1OC	20%	-9%	3	-6%	9%	2%	1%	43
CCC(=O)Oc1c(Sc2ccc(C)cc2)c(C)nn1-c1ccccc1	30%	.	-8	-11%	-4%	.	.	.
O=C(NCCc1ccc2c(c1)OCCO2)c1ccccc1F	12%	9%	-4	-11%	18%	-1%	-6%	-17
CCOC(=O)C1CCN(C(=O)c2ccc3c(c2)sc2nc(-c4ccc(OC)cc4)cn23)CC1	?	.	5	-15%	?	.	.	.

Single values from the entries so far:
DRD3 agonist, `CCOC(=O)C1CCN(C(=O)c2ccc3c(c2)sc2nc(-c4ccc(OC)cc4)cn23)CC1` → 5
Abeta rescue, `COc1cc2nc(CSc3nc(-c4ccc(F)cc4)cs3)[nH]c(=O)c2cc1OC` → -6%
D3 antag, `Cc1cc(NCCCN2CCOCC2)n2nc(C)c(-c3ccccc3)c2n1` → 0
aSyn rescue, `CC(=O)Nc1sc(N)nc1-c1ccccc1` → 2%

Screens as filed in PubChem BioAssay.
